14-3-3 PPI: alters human 14-3-3 gamma binding to Raf peptide; P61981; FP, 14-3-3gamma / TMR-pS259-Raf peptide binding; inhibition, % at 40 µM; 0.19% of 160,000 active; AID 422; in the data active = inhibition above about 30%;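 also: 0% = protein plus tracer without compound and 100% = blank with tracer alone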
Target sequence (P61981 whole entry, looked up): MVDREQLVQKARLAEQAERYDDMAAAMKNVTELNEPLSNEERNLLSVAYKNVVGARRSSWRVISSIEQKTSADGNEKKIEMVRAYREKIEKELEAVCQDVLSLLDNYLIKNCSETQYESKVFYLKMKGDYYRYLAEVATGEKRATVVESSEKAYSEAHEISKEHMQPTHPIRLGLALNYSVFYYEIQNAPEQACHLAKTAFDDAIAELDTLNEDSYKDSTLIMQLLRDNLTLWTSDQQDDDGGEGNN
Numbers without * were called inactive; & = joins results of further samples.

compound	14-3-3 PPI
CC(C)CSc1nc(N2CCOCC2)c2c(c1C#N)CC(C)(C)SC2	-1.2
CCc1ccc(N2CC(C(=O)NC3CCCCC3C)CC2=O)cc1 (stereo not drawn)	3.1
CCN(CC)S(=O)(=O)c1ccc(Cl)c(C(=O)Nc2nnc(-c3ccccc3)s2)c1	-2.2
Cc1ccc(CN2C(=O)c3ccccc3Sc3ccc(C(=O)O)cc32)cc1	0.4
CC(=O)Nc1ccc(S(=O)(=O)NC2=NCN(C3CCCCC3)CN2)cc1	8.9
NC(=O)C1(S(=O)(=O)c2ccccc2)CCCCC1	0.2&-5.1
COc1cc2c(cc1OC)C(COc1ccc([N+](=O)[O-])cc1)N(C(=O)c1cc3ccccc3oc1=O)CC2 (stereo not drawn)	-12.1
CCN(CC)CCSc1nc2ccccc2n1CCc1ccccc1	-8.6
CN(C)S(=O)(=O)c1ccc(/C(O)=C2\C(=O)C(=O)N(Cc3cccnc3)C2c2ccc(C(C)(C)C)cc2)cc1 (stereo not drawn)	-5.5
COc1ccccc1NC(=O)NCc1ccc2c(c1)OCO2	-12.4
Cc1nc2ncnn2c(C)c1CCC(=O)NCc1ccc2c(c1)OCO2	-5.7
CC1CCC(NC(=O)c2cc3c(=O)n(C)c4ccccc4c3n2C)CC1 (stereo not drawn)	-6.8
COCCCNC(=O)CC(NS(=O)(=O)c1ccc(C)cc1)c1ccco1 (stereo not drawn)	6.0
COC(=O)c1c(NC(=O)c2ccc(C)o2)sc2c1CCCCC2	-5.0
CCCOCc1c[nH]c(=O)[nH]c1=O	1.3
COCCCNC(=O)c1c[nH]c2ccc(S(=O)(=O)N(C)c3ccccc3C)cc2c1=O	-4.8
N#Cc1c(C#N)c(-c2ccccc2)n(-c2ccc(C(=O)O)cc2)c1N	-4.3
Cc1ccccc1-c1nnn(CC(=O)Nc2ccc(OC(F)(F)F)cc2)n1	0.4
Cc1ccc(C(=O)Nc2ccc([N+](=O)[O-])cc2N)cc1	-4.5
CCOC(=O)N1CCC(N2C(=O)c3ccccc3C2Nc2cc(C(=O)OC)cc(C(=O)OC)c2)CC1 (stereo not drawn)	-4.3
Cc1cc(C)nc(/N=C(\NC(=O)c2ccccc2)Nc2cccc(Cl)c2)n1	-20.0
O=C1C(=O)N(CCCN2CCOCC2)C(c2ccccn2)/C1=C(\O)c1ccc2c(c1)OCCO2 (stereo not drawn)	-2.3
CC(C)c1ccc(S(=O)(=O)N2CCN(CC(=O)c3ccc4c(c3)OCO4)CC2)cc1	3.3
Cc1occc1C(=O)N1CCN(Cc2ccccc2)CC1	-5.2
O=C(O)CCCOc1cccc([N+](=O)[O-])c1	0.4
C=CCNS(=O)(=O)c1cccc2cc(C(=O)O)c(O)cc12	-5.5
COc1ccc(C2NC(=O)NC(C)=C2C(=O)OCC(F)(F)F)cc1OC (stereo not drawn)	0.5
CC(C)=CCSc1nnc([C@@H](NC(=O)OC(C)(C)C)C(C)C)o1	1.8
COc1ccccc1C(=O)Oc1ccc2c(c1)C(C)=CC(C)(C)N2C(=O)c1ccccc1OC	1.7
O=S(=O)(c1ccc2c(c1)OCO2)N1CCN(c2nnnn2-c2ccccc2)CC1	2.7
CCOC(=O)c1c(NC(=O)C(C)Sc2nc3c(cnn3-c3ccc(F)cc3)c(=O)[nH]2)sc2c1CCCC2 (stereo not drawn)	-3.5
CCCOc1ccc(C(=O)Nc2ncc(Cc3ccc(Cl)cc3)s2)cc1	12.2
O=C(c1ccco1)c1n[nH]nc1-c1ccccc1	-7.3
CCN(CC)c1c(-c2ccccc2)c2cc(C)ccc2[nH]c1=O	2.7
COc1cccc(CNC(=O)C2CCN(S(=O)(=O)N3CC(C)CC(C)C3)CC2)c1 (stereo not drawn)	-6.8&-6.5
CCCCNC(=O)Nc1c(Cl)nc(C)c(Cl)c1C	-15.7
O=C1CC(c2ccccc2)Oc2ccccc21 (stereo not drawn)	-12.7
O=C1CC(c2ccccc2)CN1C(=O)c1cccnc1 (stereo not drawn)	-7.7
O=C(Nc1ccccc1)c1ccc(S(=O)(=O)N2CCCC2)cc1	2.2
CCN1C(=O)NC(c2ccccc2Cl)C(C(=O)OCCOC)=C1C (stereo not drawn)	5.1
Cc1ccc(C)c(NC(=O)C2CC=CCC2C(=O)O)c1 (stereo not drawn)	-16.5
C=CCN(C1CCCCC1)S(=O)(=O)c1ccc2c(c1)oc(=O)n2C	1.5
Cc1cc(NC(=O)Cc2c(C(=O)O)[nH]c3ccccc23)no1	-6.0
Nc1nc(SCc2ccc([N+](=O)[O-])cc2)c2ncn([C@@H]3O[C@H](CO)[C@H](O)C3O)c2n1 (stereo partly drawn)	-4.7
Cn1c(=O)c2cc(C(=O)Nc3ccc(F)cc3)sc2c2ccc(Cl)cc21	-38.7
O=C(O)CCCCCNC(=O)c1ccc(Cl)cc1	-2.1
Cc1ccc(NC(=O)CSc2nc3nc(C)c(Cc4ccccc4)c(C)n3n2)cc1	-6.5
O=C(COc1ccc(Cl)cc1Br)N1CCN(c2ccccc2)CC1	-1.4
Cc1cccc(N(C)c2cc(C)nc3ncnn23)c1	-7.5
O=C(c1ccccc1-c1nc(-c2ccccc2)no1)N1CCCC1	-8.8

14 entries from above, with the structure last.
14-3-3 PPI | mol
-12.7 | O=C1CC(c2ccccc2)Oc2ccccc21 (stereo not drawn)
-7.7 | O=C1CC(c2ccccc2)CN1C(=O)c1cccnc1 (stereo not drawn)
2.2 | O=C(Nc1ccccc1)c1ccc(S(=O)(=O)N2CCCC2)cc1
5.1 | CCN1C(=O)NC(c2ccccc2Cl)C(C(=O)OCCOC)=C1C (stereo not drawn)
-16.5 | Cc1ccc(C)c(NC(=O)C2CC=CCC2C(=O)O)c1 (stereo not drawn)
1.5 | C=CCN(C1CCCCC1)S(=O)(=O)c1ccc2c(c1)oc(=O)n2C
-6.0 | Cc1cc(NC(=O)Cc2c(C(=O)O)[nH]c3ccccc23)no1
-4.7 | Nc1nc(SCc2ccc([N+](=O)[O-])cc2)c2ncn([C@@H]3O[C@H](CO)[C@H](O)C3O)c2n1 (stereo partly drawn)
-38.7 | Cn1c(=O)c2cc(C(=O)Nc3ccc(F)cc3)sc2c2ccc(Cl)cc21
-2.1 | O=C(O)CCCCCNC(=O)c1ccc(Cl)cc1
-6.5 | Cc1ccc(NC(=O)CSc2nc3nc(C)c(Cc4ccccc4)c(C)n3n2)cc1
-1.4 | O=C(COc1ccc(Cl)cc1Br)N1CCN(c2ccccc2)CC1
-7.5 | Cc1cccc(N(C)c2cc(C)nc3ncnn23)c1
-8.8 | O=C(c1ccccc1-c1nc(-c2ccccc2)no1)N1CCCC1

Continuation:
compound	14-3-3 PPI
COc1cc2c(cc1OC)C(C(=O)NC1CCCCCC1)C(c1cccs1)N(C)C2=O (stereo not drawn)	-10.0
Cc1cc(NC(=O)CSc2nc3ccccc3c(=O)n2C2CCCCC2)no1	-2.5
O=C(c1cccc(F)c1)N(c1ccccc1)c1ccc2ccccc2c1	4.6
O=C(NCc1ccc(F)cc1)c1ccc2c(=O)n(-c3ccccc3)c(=O)[nH]c2c1	-8.8
O=C(CSc1nc(-c2ccc(F)cc2)cs1)NC(=O)NCc1ccco1	-1.5
COc1ccc(-c2c(C#N)c(N)n3c(nc4ccccc43)c2C#N)cc1O	-13.8
Cc1ccccc1S(=O)(=O)NC1OC(=O)C(Cl)=C1Cl (stereo not drawn)	-0.3
Cc1cc(SCC(=O)NC23CC4CC(CC(C4)C2)C3)nc2ccccc12	1.9
Cc1ccc(C(=O)Nc2ccc(NC(=O)c3ccc(C(C)(C)C)cc3)cc2)cc1	1.4
O=C(CSc1n[nH]c(-c2ccccc2)n1)Nc1ccccc1	-0.4
Cc1cc(NC(=O)CCC(=O)N(CC(=O)NC2CCCC2)Cc2ccc(F)cc2)no1	-2.9
Cc1nc2c(C(=O)NCc3ccco3)cnn2c(C)c1Cc1cccc(Br)c1	-14.5
C=CCn1c(-c2ccccc2)nc2nc3ccccc3nc21	0.3
COC(=O)c1cc(COC(=O)c2cccnc2SC)oc1C	-3.6
CCC(NC(=O)Nn1cnnc1)(C(F)(F)F)C(F)(F)F	-3.5
O=c1c(-c2ccc3c(c2)OCCCO3)coc2cc(O)cc(O)c12	-72.7
Cc1csc(NC(=O)CCn2c(=O)oc3ccccc32)n1	-9.3
O=C(NCCCn1ccnc1)c1cccc([N+](=O)[O-])c1	4.4
Cc1cccc(-c2nc3cc(NC(=O)c4ccccc4F)ccc3o2)c1	3.2
O=C(CCn1c(=O)[nH]c2ccsc2c1=O)N1CCC(Cc2ccccc2)CC1	-10.2

(cont.)
canonical_smiles	14-3-3 PPI
CCS(=O)(=O)c1cccc2c(S(=O)(=O)CC)cccc12	-1.6
COc1ccc(CCNC(=O)C2CCN(S(=O)(=O)c3c(C)noc3C)CC2)cc1OC	-1.0&0.0
COc1ccc(C2C3=C(CC(C)(C)CC3=O)Nc3ncnn32)cc1OC (stereo not drawn)	-2.3
COc1ccccc1NC(=O)C1=C(C)Nc2nnnn2C1c1cc(Br)ccc1OC (stereo not drawn)	-3.2
CCOC(=O)CSc1nc2ccsc2c(=O)n1Cc1ccc2c(c1)OCO2	2.2
O=C(NCc1ccccc1)c1cc(-c2ccc(Br)s2)nc2ccccc12	-3.0
Nc1ncnc2nc(SCCc3ccccc3)[nH]c12	-4.2&-6.8
c1ccc(-c2cc(-c3ccncc3)c3c(ccc4ccccc43)n2)cc1	-12.3
COC(=O)c1cc(C(=O)Nc2ccncc2)cc([N+](=O)[O-])c1	6.2
Cc1cccc(N2CCN(C(=O)C3CCCCC3)CC2)c1C	3.2
COC(=O)CSc1ccc2nnc(-c3ccc(OC)c(OC)c3)n2n1	-0.6
Cc1ccc([N+](=O)[O-])cc1S(=O)(=O)NC(CC(=O)O)c1ccco1 (stereo not drawn)	-6.4
COc1cccc(NC(=O)c2oc3ccccc3c2NC(C)=O)c1	-1.6
CC(=O)N(c1ccc2oc3c(c2c1)CCCC3)S(=O)(=O)c1ccc(F)cc1	-7.7
CN(C)C(=O)Oc1ccc[n+](C)c1	1.4&9.1
CCC(C)N1C(=O)CN(C2CCCCC2)C(=O)C1c1ccc(OC)cc1 (stereo not drawn)	-3.5
COc1ccc(-c2cc(C(F)(F)F)n3nc(C(=O)NCC(C)C)c(Cl)c3n2)cc1	6.3
O=C(NCc1ccc2c(c1)OCO2)C1CCN(S(=O)(=O)c2cccs2)CC1	-2.8&-4.0
NC(=O)CN1CCN(CC(=O)Nc2cccc(C(F)(F)F)c2)CC1	1.5
CCn1c(=O)n(CC(=O)N(C)Cc2ccccc2)c(=O)c2ccccc21	-7.8
COc1ccc(NC(=O)c2ccc(NS(=O)(=O)c3c(C)noc3C)cc2)c(OC)c1	-60.1
COc1ccc(N2CCN(C3=C(NC(C)=O)C(=O)c4ccccc4C3=O)CC2)cc1	-13.5
COc1ccc(CNc2nn[nH]n2)cc1OC	-5.2
CCC(C)c1ccccc1OCC(=O)Nc1nccs1 (stereo not drawn)	-10.7
Cc1oc(-c2ccccc2)nc1C(=O)Nc1nccs1	-19.3
N#CC1=C(N)OC2=C(C(=O)CCC2)C1Cc1ccccc1 (stereo not drawn)	-4.7
O=C(C1CCC1)N1CCc2cc(S(=O)(=O)Nc3ccc(OC(F)(F)F)cc3)ccc21	-28.1
COC(=O)CN(c1ccc(OC)cc1)S(=O)(=O)c1ccc(OC)c(OC)c1	2.5
COc1ccc(C)cc1NC(=O)C1c2ccccc2C(=O)N(C)C1c1cccs1 (stereo not drawn)	-4.4
COc1cc(OC)c(NC(=O)CCc2nc(-c3ccc(C)cc3)no2)cc1Cl	-1.7
CCOC(=O)c1[nH]c2ccc(F)cc2c1NC(=O)CN(CC)CC	-4.5
COc1ccccc1CNC(=O)c1cccnc1SCc1cccc(Br)c1	1.9
COc1ccc(-n2c(=S)[nH]c3cc(C(=O)N4CCOCC4)ccc3c2=O)cc1OC	-3.1
COc1ccc2c(c1)c(C)c(C)n2CCc1ccc(C)nc1	-11.6
CCn1cc(C(=O)NC2CCCCCC2)c2c3ccccc3n(C)c2c1=O	2.3
C=C(Br)Cn1c(CCC)nc2ccccc21	-5.1
CCOc1ccccc1N(CC(=O)N1CCN(c2ccccc2)CC1)S(=O)(=O)c1ccc(C)cc1	-11.2
COc1cccc(C(=O)Nc2c3c(nn2-c2cccc(Cl)c2)CS(=O)C3)c1 (stereo not drawn)	-11.9
CCOc1ccccc1NC(=O)c1cc(S(=O)(=O)NCc2ccc(F)cc2)ccc1F	-7.5
CN(c1ccc(C(=O)N2CCN(c3ccc(F)cc3)CC2)cc1)S(C)(=O)=O	-9.1
COc1ccc(NC(=O)c2cc(S(=O)(=O)NCc3ccco3)ccc2F)cc1	-6.8
COc1cccc(-c2csc3nc[nH]c(=O)c23)c1	-1.1
CCCCCCNc1ncnc2c1sc1nc(C)c3c(c12)CCCC3	-3.6
CCOC(=O)CSc1nnc(-c2cccc(C)c2)n1-c1ccccc1	-4.6
O=C(CS(=O)(=O)Cc1ccccc1)N1CCN(Cc2ccc3c(c2)OCO3)CC1	-8.2
COc1cc2[nH]c(=O)n(CCC(=O)N3CCN(Cc4ccc5c(c4)OCO5)CC3)c(=O)c2cc1OC	-1.7
C=CCSc1nc(O)c(CC)c(=O)n1C(C)CC (stereo not drawn)	-96.6
COc1cccc(-n2c(=O)c3c4c(sc3n(CC(=O)NCc3ccccc3Cl)c2=O)CCCC4)c1	-3.3
Cc1cc(C)n(-c2nc(NCCCO)c3c4c(sc3n2)CCCC4)n1	-13.4
CSc1oc(-c2ccccc2)nc1S(=O)(=O)c1ccc(F)cc1	-4.9&-13.8

Carrying on.
canonical_smiles	14-3-3 PPI
Cc1ccc(C(=O)c2ccc(Br)cc2)cc1S(=O)(=O)Nc1ccccn1	-8.2
COc1cc(OC)cc(-n2c(=O)c3sccc3n(Cc3ccc(Cl)cc3)c2=O)c1	-4.9
N#Cc1c(C(F)(F)F)cc(-c2cccs2)nc1SCC(O)CN1CCSCC1 (stereo not drawn)	-6.4
Cc1nc2c(C(=O)NCc3ccco3)c[nH]n2c(=O)c1Cl	-6.2

From PubChem

These rows are one share of the data; rates above refer to the full screens.
